rTrxR1 inhibitor: qHTS Assay for Inhibitors of Mammalian Selenoprotein Thioredoxin Reductase 1 (TrxR1): qHTS. recombinant rTrxR1, NADPH fluorescence consumption, selenite substrate. Thioredoxin reductase 1, cytoplasmic (Rattus norvegicus), O89049. hit rate 1% among 390,000. Potency, µM (titrated, usually from 114 µM), without a hit: top-dose activity change, negative = inhibition, most hits filed as inhibitors; also: potency is read from the fitted curve at half-maximal effect; % is scaled to controls: 0 for no effect and ±100 for the full control effect; nearly all actives have a fitted effect of over 65% in size
Target sequence (O89049 whole entry, looked up): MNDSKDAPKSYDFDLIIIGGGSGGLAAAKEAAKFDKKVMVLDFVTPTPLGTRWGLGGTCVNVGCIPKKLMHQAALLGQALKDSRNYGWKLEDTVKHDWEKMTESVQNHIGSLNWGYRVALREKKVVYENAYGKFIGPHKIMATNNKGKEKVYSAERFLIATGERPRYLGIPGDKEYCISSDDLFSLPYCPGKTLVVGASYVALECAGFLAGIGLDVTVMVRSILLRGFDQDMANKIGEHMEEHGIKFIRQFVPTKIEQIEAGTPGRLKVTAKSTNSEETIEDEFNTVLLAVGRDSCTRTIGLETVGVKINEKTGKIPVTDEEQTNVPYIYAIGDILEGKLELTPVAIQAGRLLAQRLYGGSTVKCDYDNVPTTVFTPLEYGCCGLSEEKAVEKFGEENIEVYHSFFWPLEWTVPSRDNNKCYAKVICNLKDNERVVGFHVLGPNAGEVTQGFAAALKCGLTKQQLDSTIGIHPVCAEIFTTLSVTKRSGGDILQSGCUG
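Rat TrxR1 (90 nM in the dispensed reagent) was pre-reduced with 400 uM NADPH for 5 min at room temperature, then incubated with compound for 15 min. After 400 uM selenite was added, NADPH fluorescence (Ex 340/Em 450 nm) was followed for 8 min.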
D2 antagonist: HTS Assay for Allosteric Antagonists of the Human D2 Dopamine Receptor: Primary Screen for Antagonists; D(2) dopamine receptor (Homo sapiens), P14416; HEK293 TREx D2 cells, calcium flux, dopamine EC80; inhibition, % at 10 µM; hit rate 2% among 340,000; AID 485344, 2010; in the data active = inhibition above about 30%; also: 0% is about no effect
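Antagonism is scored as inhibition of an EC80 dopamine-evoked calcium signal in a force-coupled, tetracycline-inducible HEK293 T-REx D2 line, with compound present 180 s before agonist.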
D2 agonist: HTS Assay for Allosteric Agonists of the Human D2 Dopamine Receptor: Primary Screen for Agonists; HEK293 T-REx D2 cells, calcium flux agonist mode; activation, % at 2 µM; AID 485358, 2010; hit rate 0.53% among 340,000;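 active = activation over 3 SD above normal in the single-dose calcium agonist read, cut at about 30% in these data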; also: 0% is about no effect
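Agonism is scored from calcium flux in a force-coupled, inducible HEK293 cell line expressing D2, read kinetically for 180 s after compound addition against dopamine controls.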
USP1 inh: Inhibitors of USP1/UAF1: Primary Screen | recombinant USP1/UAF1, Ub-Rhodamine cleavage fluorescence | Potency, µM (doses to about 57.1 µM), inactives show top-dose activity change, negative = inhibition, most hits filed as inhibitors | hit rate 0.23% among 390,000 | AID 743255, 2014; also: potency is read from the fitted curve at half-maximal effect; % is scaled to controls: 0 for no effect and ±100 for the full control effect; nearly all actives have a fitted effect of over 60% in size; inactives centre near -12
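USP1/UAF1 complex at 1 nM was preincubated with compound for 15 min at room temperature, then Ub-Rho substrate (150nM final) was added. Fluorescence (480/540 nm) was read kinetically, 6 reads every 60 seconds.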
TRHR PAM: qHTS for Small Molecule Agonists and Allosteric Enhancers of Human TRH Receptor: Primary Screen for Enhancers. TRHR cells, fluo-8 calcium fluorescence, EC20 TRH enhancement. hit rate 0.66% among 360,000. AID 493056, 2011. enhancement, % at 2 µM; in the data active = enhancement above about 30%; also: 0% is about no effect
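Enhancer read-out: after compound pinning and an initial kinetic agonist-mode read, an EC20 of TRH (10 nM final) was injected and fluo-8 calcium signal (Ex 480/Em 530) followed at 1 s/cycle for 100 cycles in TRHR-expressing cells.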
TrxR1 substrate: qHTS Assay for Substrates of Mammalian Selenoprotein Thioredoxin Reductase 1 (TrxR1): qHTS; Thioredoxin reductase 1, cytoplasmic (Rattus norvegicus), O89049; purified TrxR1 substrate turnover, NADPH consumption readout; Potency, µM (top dose mostly 114 µM), inactives show at the highest dose activity change, negative = substrate turnover; hit rate 0.01% among 390,000; AID 588456, 2011; also: potency is read from the fitted curve at half-maximal effect; % is scaled to controls: 0 for no effect and ±100 for the full control effect; nearly all actives have a fitted effect of over 50% in size
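Rat TrxR1, dispensed at 90 nM, was prereduced with 400 uM NADPH (final) for 5 min at ~22 deg C, then incubated with compound 15 min before 400 uM selenite. A first-read NADPH fluorescence drop versus no-compound background flagged substrates.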
IDH1 R132H inh: qHTS for Inhibitors of mutant isocitrate dehydrogenase 1 (IDH1): qHTS | Isocitrate dehydrogenase [NADP] cytoplasmic (Homo sapiens), O75874 | IDH1-R132H enzyme, NADPH consumption, diaphorase/resazurin fluorescence | Potency, µM (top dose mostly 76.6 µM), inactives show at the highest dose activity change, negative = inhibition, most hits filed as inhibitors | hit rate 0.093% among 390,000 | AID 602179, 2012; also: potency is read from the fitted curve at half-maximal effect; % is scaled to controls: 0 for no effect and ±100 for the full control effect; nearly all actives have a fitted effect of over 65% in size
Target sequence (O75874 whole entry R132H, stated change not applied): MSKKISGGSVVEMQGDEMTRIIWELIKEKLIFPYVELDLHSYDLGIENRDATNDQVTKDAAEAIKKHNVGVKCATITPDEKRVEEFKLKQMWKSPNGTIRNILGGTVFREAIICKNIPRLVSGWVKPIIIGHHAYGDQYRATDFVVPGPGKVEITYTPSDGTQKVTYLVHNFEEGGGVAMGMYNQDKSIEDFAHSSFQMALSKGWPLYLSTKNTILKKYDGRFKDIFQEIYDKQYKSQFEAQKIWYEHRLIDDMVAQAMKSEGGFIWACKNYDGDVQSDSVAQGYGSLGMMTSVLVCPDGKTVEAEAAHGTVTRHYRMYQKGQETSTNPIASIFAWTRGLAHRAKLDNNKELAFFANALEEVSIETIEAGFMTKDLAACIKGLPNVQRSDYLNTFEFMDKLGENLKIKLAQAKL
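IDH1-R132H (0.5 ug/mL) preincubated 30 min with compound, then NADPH (0.016 mM) and alpha-KG (2 mM) added; 80 min at RT, pH 7.5. Remaining NADPH coupled via diaphorase/resazurin to fluorescence (540/590 nm); concentration-response curves normalized to no-enzyme control.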
TRHR agonist: qHTS for Small Molecule Agonists and Allosteric Enhancers of Human TRH Receptor: Primary Screen for Agonists. TRHR cells, calcium flux fluo-8, FDSS agonist mode. hit rate 0.18% among 360,000. activation, % at 2 µM; in the data active = activation above about 30%; also: 0% is about no effect
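TRHR-expressing cells loaded with fluo-8 calcium dye; 23 nL library compound pin-transferred, kinetic FDSS fluorescence (Ex 480/Em 530) recorded about 180 s for agonist-induced calcium release, before a 10 nM TRH EC20 addition for potentiator mode.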
PI4K2A block: qHTS for small molecular inhibitors of PI4K2A; activity change, negative = inhibition, % at 76.9 µM; Phosphatidylinositol 4-kinase type 2-alpha (Homo sapiens), Q9BTU6; purified PI4K2A, ADP-Glo luminescence, 1 h; stronger effect = lower value; hit rate 0.13% among 420,000; in the data active = activity change below about -50%; inconclusive = mostly about -30% to -49%;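 also: -100% = wells without enzyme as full effect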
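PI4K2A activity was measured by ADP-Glo luminescence: enzyme (4 ug/mL stock) and phosphatidylinositol (1.2 mM stock) in Tris pH 7.5/MgCl2/EGTA/Triton X-100 buffer were reacted with ATP (300 microM stock) for one hour at ambient temperature.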
Active calls of the source: *; ? = inconclusive; nt = not tested or not shown; [ ] = remark or other dose. Unless noted, calls follow the shape of the dose curve; as a rule, active = well fitted inhibition curve with a large enough effect; inconclusive = small, poorly fitted or top-dose-only effect; inactive = no such curve, though single readings can be large or run the other way.

Screens in order: rTrxR1 inhibitor, D2 antagonist, D2 agonist, USP1 inh, TRHR PAM, TrxR1 substrate, IDH1 R132H inh, TRHR agonist, PI4K2A block
CC1CCCCC12NC(=O)N(CC(=O)N1CCN(Cc3ccc(C#N)cc3)CC1)C2=O (stereo not given)
→ -15%, -27, 0.3, -5%, -2, 0%, 4%, -0.3, 5
CCCc1cc(=O)oc2cc(C)cc(OC(C)C(=O)NCCN3CCOCC3)c12 (stereo not given)
→ 29%, 9, -0.8, -22%, -3, 78%[activator], 0%, -0.3, -8
Cc1ccc(N2C(=O)C(Cl)=C(N3CCOCC3)C2=O)cc1Cl
→ -18%, -4, -0.2, -4%, 0, -15%, 2%, 0.1, 6
Cc1ccccc1NC1=NC(=S)N(c2ccccc2)C12CCCCC2
→ -13%, -3, -0.1, -11%, -7, -11%, -1%, -0.4, 3
CNCCCOc1ccc(C)cc1Br
→ 17%, 19, 0.4, -10%, 1, 2%, 3%, 0.5, 3
CCc1cc(=O)oc2c(C)c(OCC(=O)Nc3ccc(S(=O)(=O)N(CC)CC)cc3)ccc12
→ 35%[activator], nt, nt, -13%, 4, 15%, 19%, -0.4, -2
O=C(CCn1c(=O)oc2ccccc21)Nc1ccccc1
→ 3%[57.1 µM], 1, 0.7, -11%, 0, 8%[57.1 µM], -4%, -0.1, 3
N#Cc1cnc(SCC(=O)N2CCCCC2)nc1N
→ 15%, nt, nt, -23%, nt, 4%, 16%, nt, 5
NC(=S)N/N=C1/CCSc2ccc3ccccc3c21
→ 23%[57.1 µM], 5, -0.8, -10%, -2, -18%[57.1 µM], 1%, -0.5, 160
CC1CCC/C(=C\Nc2ccc(O)cc2)C1=O (stereo not given)
→ 20µM*, 6, 0.2, -14%, -16, -14%, 8%, 0.2, ?
Cc1ccc(OCC(=O)NCc2n[nH]c(=O)c3ccccc23)cc1
→ 14%, 17, 0.6, -19%, -1, 8%[57.1 µM], -1%, -0.1, -4
CC(=O)Nc1ccc(N2CCOCC2)c(C(=O)Nc2cccc(C)c2)c1
→ 3%, nt, nt, -8%, -1, 10%, 1%, -0.5, -1
Cc1ccc(F)cc1CNC(=O)c1cc(COc2ccc3ncccc3c2)on1
→ 12%[57.1 µM], -7, -1.2, -12%, 7, 2%[57.1 µM], -7%, 1.2, -3
CCOC(=O)c1c(C)[nH]c(C)c1S(=O)(=O)NCC(=O)Nc1ccc(CC)cc1
→ 12%[57.1 µM], nt, -0.3, -16%, 11, -2%[57.1 µM], -8%, -0.3, -1
CSc1ncc(-c2ccc(Cl)cc2)[nH]1
→ 28%[57.1 µM], -1, 0.9, -6%, 9, 7%[57.1 µM], -1%, -0.5, 5
Cc1ccccc1NC(=O)C1CC(=O)N(c2ccccc2F)C1 (stereo not given)
→ 16%[57.1 µM], nt, nt, -12%, 0, -2%, 6%, 0.2, 3
COc1ccc(Nc2ncc3c(n2)CC(c2ccccc2)CC3=O)cc1 (stereo not given)
→ 4%, 3, -0.2, -12%, 17, 5%, 3%, -1.5, -12
COc1ccccc1Nc1nnc(SCc2nnc(-c3cc(OC)c(OC)c(OC)c3)o2)s1
→ 3%, -13, -0.1, -8%, 4, -7%, -7%, -0.6, 0
O=C(Nc1cccc(-n2cnnn2)c1)c1cnccc1Cl
→ 24%, -7, 1.1, -6%, 2, -1%, 6%, 0.5, 1
COc1ccc(CNCC(O)(c2ccc(F)cc2)c2ccc(F)cc2)cc1OC
→ 14%, 5, -1.0, -19%, -3, 5%, 3%, -0.1, -3
CCCCOc1ccc(C(=O)Nc2ccc3c(c2)CCCN3C(=O)c2cccs2)cc1
→ 21%[57.1 µM], nt, 1.2, -11%, -3, 4%[57.1 µM], -11%, 0.6, 1
CC(=O)c1cccc(N(CC(=O)NC2CCCC2)C(=O)c2csnn2)c1
→ 16%, 1, -0.4, -26%, 2, 1%, -11%, 1.0, 0
CC(C)CCNC(=O)C(=O)Nc1c2c(nn1-c1ccccc1)CS(=O)(=O)C2
→ 22%[57.1 µM], nt, nt, ?, 16, 5%[57.1 µM], -11%, -0.6, 5
CSc1nnc(C2CCCN(CC(=O)Nc3ccccc3N3CCOCC3)C2)n1C(C)C (stereo not given)
→ 10%, -2, -0.1, -6%, 6, 1%, 6%, -0.7, 0
COc1ccc(CCN(C)C(=S)Nc2ccc(SC(F)F)cc2)cc1OC
→ 24%[0.457 µM], -5, -0.3, -16%, 5, -3%, 5%, 0.2, 3
CCn1cc(S(=O)(=O)NC2CCCCC2)cn1
→ 10%, -8, -0.4, -13%, 0, -3%, -19%, -0.6, -3
COc1ccc(Nc2cc(C(=O)NCCc3ccc(C)cc3)c3ccccc3n2)c(OC)c1
→ 13%, nt, -0.6, -19%, -6, -10%, -2%, -0.9, 4
COc1cc(/C=C/C(=O)OCc2c(C)noc2C)ccc1OC(F)F
→ 4%, 0, -0.6, 1%, 29, -6%, 3%, -0.1, 0
COc1cccc(NS(=O)(=O)c2c(C)cc(C)cc2C)c1
→ 11%[57.1 µM], -2, -0.5, -16%, -1, 3%[57.1 µM], 12%, -0.7, 7
CCOc1ccccc1NC(=O)CN1CCC(C(=O)c2ccc(OC)cc2)CC1
→ 11%, -2, 1.3, -19%, -4, 0%, -2%, -0.3, -1

Full records, looked up by structure. Order of values: rTrxR1 inhibitor, D2 antagonist, D2 agonist, USP1 inh, TRHR PAM, TrxR1 substrate, IDH1 R132H inh, TRHR agonist, PI4K2A block
Listed for COc1ccc(Nc2cc(C(=O)NCCc3ccc(C)cc3)c3ccccc3n2)c(OC)c1 = 13%, nt, -0.6, -19%, -6, -10%, -2%, -0.9, 4
Listed for CCOc1ccccc1NC(=O)CN1CCC(C(=O)c2ccc(OC)cc2)CC1 = 11%, -2, 1.3, -19%, -4, 0%, -2%, -0.3, -1
Listed for CSc1nnc(C2CCCN(CC(=O)Nc3ccccc3N3CCOCC3)C2)n1C(C)C (stereo not given) = 10%, -2, -0.1, -6%, 6, 1%, 6%, -0.7, 0
Listed for CC(=O)c1cccc(N(CC(=O)NC2CCCC2)C(=O)c2csnn2)c1 = 16%, 1, -0.4, -26%, 2, 1%, -11%, 1.0, 0

Gathered by group: the compounds so far containing a cyano group (two)
Screens in order: rTrxR1 inhibitor, D2 antagonist, D2 agonist, USP1 inh, TRHR PAM, TrxR1 substrate, IDH1 R132H inh, TRHR agonist, PI4K2A block
CC1CCCCC12NC(=O)N(CC(=O)N1CCN(Cc3ccc(C#N)cc3)CC1)C2=O (stereo not given)
→ -15%, -27, 0.3, -5%, -2, 0%, 4%, -0.3, 5
N#Cc1cnc(SCC(=O)N2CCCCC2)nc1N
→ 15%, nt, nt, -23%, nt, 4%, 16%, nt, 5

New compounds follow
Screens in order: rTrxR1 inhibitor, D2 antagonist, D2 agonist, USP1 inh, TRHR PAM, TrxR1 substrate, IDH1 R132H inh, TRHR agonist, PI4K2A block
CCCS(=O)(=O)c1c(S(=O)(=O)CCC)c2cnccn2c1C(=O)c1ccc(Cl)cc1
→ 16%[57.1 µM], 8, 0.0, -18%, 33*, 8%[57.1 µM], -3%, 0.0, -2
COC(=O)C1CCN(Cc2cn(Cc3ccccc3)nc2-c2cc3ccccc3o2)CC1
→ 13%, 13, 37*, -25%, 2, 1%, 5%, 1.1, -2
CSc1nc(O)c(C(c2ccc(F)cc2)c2c(O)nc(SC)[nH]c2=O)c(=O)[nH]1
→ ?, nt, nt, -17%, nt, 4%, -7%, nt, 1
c1ccc(OCc2nnc3sc(C4COc5ccccc5O4)nn23)cc1 (stereo not given)
→ -9%[57.1 µM], 11, -0.8, -19%, -4, -9%[57.1 µM], 14%, -0.6, -13
Cc1ccc2c(CC(=O)OCn3nnc4ccccc4c3=O)coc2c1
→ -11%, -3, 0.1, -13%, 1, -7%, 9%, -1.8, -18
CCOc1ccc(NC(=O)c2cn(C)c(=O)c3cc(OC)c(OC)cc23)cc1
→ 15%, nt, 0.3, -22%, -2, 11%[2.29 µM], -17%, 0.3, 1
CCC(C)(C)NC(=O)C(c1ccc(C)cc1)N(CC1CCCO1)C(=O)c1csnn1 (stereo not given)
→ 15%, 11, 0.4, 6%, 4, -2%, -14%, 1.1, 4
CSc1ncccc1C(=O)Nc1ccc(F)c(F)c1F
→ 28%[57.1 µM], -8, 0.5, -4%, -1, -7%, 19%, -0.6, -2
CC(C)Oc1ccc(CNC(=O)c2ccc3nc(Cc4ccccc4)oc3c2)cc1
→ 19%[57.1 µM], nt, 1.1, -27%, 1, -1%[57.1 µM], -7%, 1.0, -1
CCOCC(O)CSCc1ccc(Cl)cc1 (stereo not given)
→ 7%, -19, 0.3, -3%, 3, -1%, 2%, -0.7, -5
Cc1cc(=O)c(C(=O)Nc2cccc(C(=O)NC3CC3)c2)nn1-c1ccccc1Cl
→ -2%, -7, 0.1, 4%, 2, -4%, -11%, -0.6, -1

Screens as filed in PubChem BioAssay.
